pAkt inh – Akt phosphorylation inhibition | Neuro2A IGF-stimulated pAkt S473 HTRF, 20 min; hits give low values | activity change, % for hits at 50 µM | hit rate 0.32% among 360,000; in the data active means activity change below about -80%; inconclusive means mostly about -51% to -80%; further: on the % scale 0 is the no-effect control and ±100 the full control effect
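Neuro2A cells in DMEM with 0.5% FBS, overnight at 37 deg C, given compound at single 50 µM final, then IGF (6 nM final) for 20 min at 37 deg C. Lysed; phospho-Akt Ser473 by HTRF after 24 h, 665/615 ratio.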
EPAC2 antagonist – EPAC2 (human) antagonism | Q8WZA2 | EPAC2 GEF exchange of Rap1B-BODIPY-GDP, fluorescence | Potency, µM (doses to about 114 µM), for inactives: at the highest dose activity, negative = inhibition, hits mostly inhibitors | hit rate 0.18% among 360,000; further: potency means the concentration at half of the fitted maximal effect; on the % scale 0 is the no-effect control and ±100 the full control effect; nearly all actives have a fitted effect of over 45% in size; many of its hits are not listed in these tables
Target sequence (Q8WZA2 whole entry, looked up): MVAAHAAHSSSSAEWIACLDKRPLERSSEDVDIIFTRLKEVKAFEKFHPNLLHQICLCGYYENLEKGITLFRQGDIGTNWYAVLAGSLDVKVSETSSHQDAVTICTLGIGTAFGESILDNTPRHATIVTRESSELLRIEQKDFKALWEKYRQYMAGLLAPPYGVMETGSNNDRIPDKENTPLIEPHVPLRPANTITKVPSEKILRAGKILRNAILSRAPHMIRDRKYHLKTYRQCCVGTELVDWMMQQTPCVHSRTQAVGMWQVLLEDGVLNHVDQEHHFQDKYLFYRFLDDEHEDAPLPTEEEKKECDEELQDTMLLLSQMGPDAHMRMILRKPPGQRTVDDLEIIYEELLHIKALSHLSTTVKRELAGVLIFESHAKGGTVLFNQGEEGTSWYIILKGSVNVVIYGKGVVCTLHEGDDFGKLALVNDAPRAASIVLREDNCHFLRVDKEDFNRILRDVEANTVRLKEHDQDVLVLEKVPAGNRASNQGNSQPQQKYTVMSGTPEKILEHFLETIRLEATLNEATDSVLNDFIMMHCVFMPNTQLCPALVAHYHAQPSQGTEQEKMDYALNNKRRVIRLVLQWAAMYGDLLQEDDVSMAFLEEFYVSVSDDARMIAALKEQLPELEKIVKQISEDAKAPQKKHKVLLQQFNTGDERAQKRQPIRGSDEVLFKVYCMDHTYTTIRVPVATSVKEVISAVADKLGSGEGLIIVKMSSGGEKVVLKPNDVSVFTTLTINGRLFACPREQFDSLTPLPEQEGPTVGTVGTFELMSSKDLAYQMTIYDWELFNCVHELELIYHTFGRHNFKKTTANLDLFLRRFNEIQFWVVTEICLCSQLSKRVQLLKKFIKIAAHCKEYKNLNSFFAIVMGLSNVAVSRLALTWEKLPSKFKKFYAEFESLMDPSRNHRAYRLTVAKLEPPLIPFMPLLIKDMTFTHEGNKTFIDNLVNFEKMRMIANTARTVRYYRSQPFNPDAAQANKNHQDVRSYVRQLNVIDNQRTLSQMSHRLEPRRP
A549 viability – A549 cytotoxicity, counter-screen for Nrf2 inhibitors. A549 ARE-Fluc cells, CellTiter-Fluor viability, 18-24 h. Potency, µM (highest dose often 46 µM), for the others: top-dose activity change, negative = cytotoxicity, hits mostly inhibitors. hit rate 0.16% among 390,000; further: potency means the concentration at half of the fitted maximal effect; on the % scale 0 is the no-effect control and ±100 the full control effect
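Cytotoxicity counterscreen: CellTiter-Fluor fluorescence was measured in A549 ARE_Fluc cells after 18-24 h of compound exposure in a concentration series. The subsequent BugLite luminescent read reports ARE-luciferase activity.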
TGFb inhibitor – TGF-b pathway inhibition. HepG2 CAGA-GFP TGF-b/SMAD3 reporter, GFP fluorescence, 18 h; TGF-beta stimulated, 500 pg/mL final. Potency, µM (series often up to 46.1 µM), without a hit: at the top dose activity, negative = inhibition, usual class: inhibitors. hit rate 1.2% among 410,000. AID 588855; further: potency means the concentration at half of the fitted maximal effect; on the % scale 0 is the no-effect control and ±100 the full control effect; nearly all actives have a fitted effect of over 65% in size
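Inhibition was scored as loss of TGF-beta-induced (500 pg/mL final, 18 hours, 37 degrees C) GFP in HEPG2 cells carrying a CAGA-GFP reporter, in DMEM with 1% FBS. Well GFP was summed per cell; Activity was normalised to unstimulated and stimulated DMSO wells, then concentration-response fitting.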
MmCpn inh – blocks the Methanococcus maripaludis chaperonin Mm-Cpn. hit rate 0.031% among 330,000. purified Mm-Cpn ATPase, ADP Transcreener TR-FRET. AID 504842. Potency, µM (highest dose often 76.9 µM), for inactives: at the highest dose activity, negative = inhibition, most hits filed as inhibitors; further: potency means the concentration at half of the fitted maximal effect; on the % scale 0 is the no-effect control and ±100 the full control effect; nearly all actives have a fitted effect of over 80% in size
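ATP (10 uM final) was added to archaeal chaperonin (25 nM final) after 10 min exposure to test compound at 37°C; after 30 min further incubation, ADP was detected by competitive TR-FRET.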
CCT chaperon mod – modulators of cytosolic chaperonin (CCT/TRiC) activity; purified chaperonin ATPase assay, HTRF ADP detection, 30 min; hit rate 0.3% among 360,000; activity change, % (test concentration not listed), hits read low; in the data active means activity change below about -30%; further: on the % scale 0 is the no-effect control and ±100 the full control effect
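We incubate TRiC, 40 or 20 nM final, with library compounds at 76 uM and 10 uM ATP for 30 min at 37 °C. ADP formed is detected with Transcreener HTRF reagents after 30 min at room temperature.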
Nrf2 ARE act – Nrf2 pathway activation. AREc32 ARE-luciferase reporter (MCF7-derived line), luminescence, 24 h. Potency, µM (series often up to 46.1 µM), for the others: top-dose activation, usual class: activators. hit rate 0.31% among 410,000; further: potency means the concentration at half of the fitted maximal effect; % of control where 0% means no effect; nearly all actives have a fitted effect of over 65% in size
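Quantitative high-throughput format: AREc32 reporter cells, 1000 per well, received compound by pin transfer and were incubated 24 hr at 37 deg C, 5% CO2, before Steady-Glo luminescence detection.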
EPAC2 agonist – EPAC2 (human) agonism; Q8WZA2; EPAC2 activation, biochemical qHTS; response scale: 100% = 6.5 mM cAMP response; Potency, µM (highest dose often 154 µM), without a hit: top-dose activation, usual class: activators; hit rate 0.079% among 360,000; further: potency means the concentration at half of the fitted maximal effect; nearly all actives have a fitted effect of over 50% in size
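Readout is BODIPY fluorescence (480 nm excitation, 540 nm emission), which falls as labeled GDP is exchanged off Rap1B. EPAC2 at 100 nM acted on 250 nM RAP1B-BODIPY-GDP with 50 uM GDP present.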
Nrf2 block – blocks Nrf2 signaling | hit rate 2.1% among 360,000 | A549 ARE-Fluc reporter, luciferase luminescence, 18-24 h | Potency, µM (titrated, usually from 46 µM), for the others: top-dose activity change, negative = inhibition, actives largely listed as inhibitors | AID 504444; further: potency means the concentration at half of the fitted maximal effect; on the % scale 0 is the no-effect control and ±100 the full control effect; nearly all actives have a fitted effect of over 60% in size
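Concentration-response testing used A549 ARE_Fluc cells at 5000 cells/well. Following an 18-24 h compound incubation, viability was read by fluorescence (Ex 405/Em 525) and luciferase output by luminescence.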
* = called active by the depositor; i = inactive; ? = inconclusive; · = no result given; & = joins results of further samples; ! = not active in a repeat; [ ] = dose if it differs, or a comment. Unless noted, the call rests on the fitted dose curve; in most records, active means well fitted curve in the direction sought with a large enough effect; inconclusive means small, poorly fitted or top-dose-only effect, or another doubt; inactive means no such curve, though single readings can be large; an effect the other way counts as inactive or inconclusive. The list is partial. The share of hits here may be higher or lower than overall.

smiles	CCT chaperon mod	A549 viability	Nrf2 ARE act	Nrf2 block	EPAC2 agonist	pAkt inh	EPAC2 antagonist	MmCpn inh	TGFb inhibitor
CN(Cc1ccc(Cl)cc1Cl)C(=O)Cc1ccc(S(=O)(=O)N2CCOCC2)s1	-1.0	·	2.2%	·	16%	i	-14%	·	-9%
N#C/C(=C/c1ccc(N2CCCCC2)o1)C(=O)Nc1ccc(Cl)cc1	-5.2	-15%	2.8%	·	100µM*	i	5%	-1%	219%[activator]
CC(=O)NNC(=O)c1csc(Cc2c(Cl)sc3ccc(Cl)cc23)n1	-3.8	-3%	4.3%	-9%	6%	i	-16%	0%	?
CCCn1nnnc1NC(=O)c1ccc2ccccc2c1	-1.8	?	4.2%	?	3%	i	-2%	1%	-2%
COC(=O)c1ccc2c(c1)N(C)C(=O)CS2	-1.8	6%	0.8%	4%	4%	i	3%	0%	-19%
CCOc1ccc2[nH]c(=O)c(CN(Cc3cccs3)Cc3nnnn3C(C)(C)CC)cc2c1	1.7	?	-0.5%	?	-7%	i	-11%	0%	?
CCc1c(C)nc(SCc2ccccn2)[nH]c1=O	-2.9	1%	4.4%	1%	10%	i	-10%[57.1 µM]	-1%	12%
CC1(C)CC(O)C(C)(C)N1O (stereo not given)	-24	2%	-0.1%	?	5%	i	-9%	0%	2%
COc1ccc(NC(=O)C2CCC(N3C(=O)C4C5C=CC(C5)C4C3=O)CC2)cc1 (stereo not given)	0.6	-3%	-0.4%	-9%	-3%	i	14%	1%	-3%
CCCC(C1=C(O)CC(C)(C)CC1=O)C1C(=O)CC(C)(C)CC1=O (stereo not given)	0.4	2%	-0.7%	6%	-2%	i	-3%	1%	5%
COc1cc(OC)c(/C=N/NC(=O)c2ccncc2)c(OC)c1	-1.3	4%	2.5%	0%	1%	i	-2%	1%	15%
CCSc1nnc(NC(=O)c2cccc(S(=O)(=O)N(C)c3ccccc3)c2)s1	-3.3	3%	-0.4%	2%	-11%	i	-4%	1%	18%
COc1ccc(C(C#N)N2N=C(c3ccccc3)CC2c2ccccc2)cc1OC (stereo not given)	-4.4	7%	?	10%	0%	i	0%	-1%	9%
Cc1[nH]c(=O)[nH]c(=O)c1S(=O)(=O)NCCc1ccc(S(N)(=O)=O)cc1	-1.3	1%	1.5%	28%	0%	i	-15%	0%	40%[activator]
O=C(Nc1ccc(CSc2ccccc2)cc1)c1ccc(CN2CCOCC2)cc1	1.5	-2%	-0.2%	5%	-12%	i	-5%	?	-9%
O=C(CN1CCCCCCC1)Nc1cccc(Cl)c1Cl	-1.3	-2%	-0.5%	16%	1%	i	0%	?	1%

Single records, from the list above. Order of values: CCT chaperon mod | A549 viability | Nrf2 ARE act | Nrf2 block | EPAC2 agonist | pAkt inh | EPAC2 antagonist | MmCpn inh | TGFb inhibitor
`CCCn1nnnc1NC(=O)c1ccc2ccccc2c1` as listed: -1.8 | ? | 4.2% | ? | 3% | i | -2% | 1% | -2%
`COc1ccc(NC(=O)C2CCC(N3C(=O)C4C5C=CC(C5)C4C3=O)CC2)cc1` (stereo not given) as listed: 0.6 | -3% | -0.4% | -9% | -3% | i | 14% | 1% | -3%
`COC(=O)c1ccc2c(c1)N(C)C(=O)CS2` as listed: -1.8 | 6% | 0.8% | 4% | 4% | i | 3% | 0% | -19%

(next part)
smiles	CCT chaperon mod	A549 viability	Nrf2 ARE act	Nrf2 block	EPAC2 agonist	pAkt inh	EPAC2 antagonist	MmCpn inh	TGFb inhibitor
COc1cc2nc(NC(=O)c3ccc(Cl)cc3)sc(=O)c2cc1OC	1.2	3%	2.1%	4%	-1%	i	-1%	?	-1%
C[C@H]1CN([C@@H](C)CO)C(=O)c2cc(Br)cnc2O[C@H]1CN(C)C(=O)Cc1ccccn1	-1.4	·	0.0%	·	-2%	i	5%	·	13%
O=C(Nc1nnc(CC(c2ccccc2)c2ccccc2)s1)c1ccco1	1.4	-3%	2.6%	7%	7%	-112%*	5%	-2%	-2%
Cn1cc(C(=O)C(=O)N2CCOCC2)c2ccccc21	-0.5	-5%	-0.6%	4%	9%	i	2%	-3%	-8%
CSc1nnc(NC(=O)c2ccc(C)c(S(=O)(=O)N3CCOCC3)c2)s1	-1.1	2%	-0.4%	?	-5%	i	0%	0%	-6%
C/C(N)=C(/C#N)C(=O)COC(=O)C1CCC(C(C)(C)C)CC1 (stereo not given)	1.1	-7%	-0.1%	?	-17%	i	-27%	0%	?
O=C(NCCCN1CCOCC1)c1ccccc1N1C(=O)[C@@H]2Cc3c([nH]c4ccccc34)C(c3cccc(Cl)c3)N2C1=O (stereo not given in full)	-9.1	1%	7.6%	-14%	-4%	i	-9%	-1%	-20%
Cc1n[nH]c(C)c1S(=O)(=O)N1CCCC(C(=O)Nc2ccc(Br)cc2)C1 (stereo not given)	0.0	-2%&-6%	4.8%&0.2%	15µM*!	4%	·	7%	-3%	?
O=C(c1ccccc1Cc1ccccc1)N1CCN(S(=O)(=O)c2ccccc2Br)CC1	-0.2	-3%	3.9%	-18%	17%	i	-7%	1%	-14%
NC(=O)COC(=O)c1cccc(S(=O)(=O)N2CCCCC2)c1	-30	5%	0.2%	-2%	9%	i	5%	-1%	-8%
CCOC(=O)C1=C(N)Oc2cc(O)ccc2C1c1ccc(C)cc1 (stereo not given)	1.6	2%	-0.8%	-18%	10%	i	-21%	3%	?
COc1ccc(/C=C/C(=O)Nc2ccc(-n3nncc3-c3ccccc3)cc2)cc1OC	2.6	-5%	2.6%	?	-1%	i	3%	?	3%
Cc1ccc(NC(=O)c2ccc(C(=O)c3ccccc3)cc2)nc1	-3.7	-6%	0.3%	?	21%	i	2%	-4%	-18%
CCCCCCCCNS(=O)(=O)CCNCc1ccco1	-0.5	-3%	0.9%	-3%	-3%	i	-9%	·	-20%
CC(C)c1ccc(NC(=O)C2CCN(C(=O)c3ccc(F)cc3)CC2)cc1	·	-2%	0.9%	-29%	·	·	·	·	?
c1cc2c(cc1C1=Nn3c(nnc3C3CCCCC3)SC1)OCO2	-18	?	-0.6%	?	-9%	·	-3%	0%	0%
COCC(=O)Nc1c(C(=O)Nc2ccc(C)cc2)oc2ccccc12	·	-2%	0.9%	?	·	·	·	·	-1%
O=C1c2ccccc2C(=O)N1CCCCN(C(=O)c1ccc([N+](=O)[O-])cc1)c1ccc(Cl)cc1	-0.2	-20%	0.2%	?	7%	i	-8%	3%	-18%
CCCCN(C(=O)CN1C(=O)C2CCCCC2C1=O)c1c(N)n(CCC)c(=O)[nH]c1=O (stereo not given)	0.5	1%	-0.3%	1%	5%	i	8%	2%	-1%
O=C(Cc1ccccc1)N1CCC(c2nc3ccccc3[nH]2)CC1	-2.4	-6%	-0.5%	1%	0%	i	7%	1%	-32%
CC(C)C[C@H]1CN([C@@H](Cc2ccccc2)CN2CCC[C@@H]2CN2C(=O)C(=O)NC[C@@H]2Cc2ccccc2)C(=O)C(=O)N1CC1CCCCC1	-1.0	·	-2.9%	·	-1%	i	7%	·	8.9µM*
CCOC(=O)C(C)(C)N(Cc1cccc(C)c1)S(=O)(=O)c1ccc(Cl)c([N+](=O)[O-])c1	-0.7	-2%	?	13%	1%	i	1%	0%	?
CCCCC(=O)Nc1cc(OCC)c(NC(=O)c2ccccc2[N+](=O)[O-])cc1OCC	-1.7	-16%	-0.8%	8%	-5%	i	13%	1%	5%
COc1ccccc1CNC(=O)COC(=O)/C=C/c1cccs1	-5.0	-3%	0.4%	4%	11%	i	4%	?	1%
CN(C)CC(O)COc1cccc(OCC(O)CN(C)C)c1 (stereo not given)	0.7	-3%	-0.5%	-1%	5%	i	3%	3%	-1%
COc1cc(-c2noc(C)c2C#CC2(N)CCCCC2)cc(OC)c1OC	-1.7	-11%	16%	9%	2%	i	7%	2%	?
O=S(=O)(c1ccc(NC(=S)N/N=C/c2cccc(Oc3ccccc3)c2)cc1)N1CCOCC1	-0.2	0%	0.8%	-21%	5%	i	-1%	-10%	-3%
CCOc1ccc(NC(=O)CN(C)C(=O)c2cc(S(=O)(=O)N3CCCCC3)ccc2Cl)cc1OCC	1.0	-17%	0.1%	-21%	6%	i	-4%	-2%	-25%
COc1ccccc1Nc1ncnc2c1c(C)c(C)n2CCCN(C)C	-2.1	16%	0.6%	7%	14%	i	19%	1%	?
O=C(Oc1cccc2c(=O)[nH]ccc12)c1ccccc1	-0.4	-4%	5.1%	·	-3%	i	16%	0%	-1%
O=C1O[C@@H](c2ccccc2)C[C@@H](O)C(=O)CCCc2ccccc21	-0.2	·	-1.3%	·	8%	i	-8%	·	·
Cc1oc(-c2cccs2)nc1CN1CCC(c2ccccc2)CC1	0.0	-5%	0.5%	0%	-12%	i	0%	-9%	1%
Cc1cc(OCC(=O)OCC(=O)Nc2cccnc2Cl)ccc1Cl	-2.9	0%	-0.7%	6%	3%	i	-2%	0%	15%
CCOc1ccc2nc(NC(=O)CSc3cn[nH]n3)sc2c1	1.0	-5%	-0.8%	?	-14%	i	-6%	3%	-3%
Cc1cccc(NC(=O)c2ccc(CN3CCN(Cc4ccccc4)CC3)cc2)c1	-0.6	-5%	-0.1%	-2%	-3%	i	10%	3%	0%
COc1ccc(NC(=O)CC2C(=O)N(C)C(=S)N2Cc2ccncc2)cc1 (stereo not given)	1.4	-7%	0.1%	2%	15%	i	7%	-5%	13%
COc1cc(/C=N/N=C2/C(=O)Nc3ccccc32)cc(OC)c1O	-4.8	2%	11µM*	16%	-5%	i	-16%	-3%	?
c1ccc(Cn2nnnc2C(c2ccccc2)N2CCN(c3nc4ccccc4s3)CC2)cc1 (stereo not given)	-0.4	-1%	-0.6%	·	6%	i	5%	0%	0%
